# High-throughput results from PubChem.
# SENP6 block = SENP6 protease inhibitors, primary screen, biochemical, luminescence, uHTS; Recombinant SENP6 catalytic domain, aminoluciferin luminescence; inhibition, % at 10 µM; actives 1.8% (n = 330,000); AID 2599, 2010;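 active = inhibition above about 50% at the single tested dose, limit read from the data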;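 also: plate controls were DMSO wells with enzyme for no effect and DMSO wells lacking enzyme for full effect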
# MPTP inh = mitochondrial permeability transition pore inhibitors, primary screen, biochemical, isolated mouse mitochondria, absorbance. Ca2+ swelling absorbance, 30 min. inhibition, % at 10 µM. actives 1.4% (n = 360,000). AID 602449, 2012;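 active = inhibition of 50% or more, scaled per plate between neutral and stimulator controls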;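 also: 0% = DMSO wells given calcium and 100% = 1 mM EGTA wells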
# SENP8 block = human SENP8 protease inhibitors, primary screen, biochemical, fluorescence, Nedd8 protein substrate, uHTS; Sentrin-specific protease 8 (Homo sapiens), Q96LD8; recombinant SENP8; inhibition, % at 20 µM; actives 0.64% (n = 360,000); AID 602440, 2012; in the data active = inhibition mostly above about 40%, no sharp cut-off; inactive = mostly below about 27%
# Target sequence (Q96LD8 whole entry, looked up): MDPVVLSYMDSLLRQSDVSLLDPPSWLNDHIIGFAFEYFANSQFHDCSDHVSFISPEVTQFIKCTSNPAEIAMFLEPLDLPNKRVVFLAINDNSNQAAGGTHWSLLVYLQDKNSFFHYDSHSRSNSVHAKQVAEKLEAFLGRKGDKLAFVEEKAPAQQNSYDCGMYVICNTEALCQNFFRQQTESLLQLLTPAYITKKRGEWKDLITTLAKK
# HKDC1 inh = HKDC1 hexokinase inhibitors, primary screen, biochemical, fluorescence, uHTS; Q2TB90; recombinant HKDC1, G6PDH/diaphorase resazurin coupled fluorescence; inhibition, % at 20 µM; actives 0.16% (n = 340,000); AID 493160, 2011;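 active = inhibition above about 35% when tested at 20 µM, limit read from the data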;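 also: plate controls were DMSO wells with enzyme for no effect and DMSO wells lacking enzyme for full effect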
# Target sequence (Q2TB90 whole entry, looked up): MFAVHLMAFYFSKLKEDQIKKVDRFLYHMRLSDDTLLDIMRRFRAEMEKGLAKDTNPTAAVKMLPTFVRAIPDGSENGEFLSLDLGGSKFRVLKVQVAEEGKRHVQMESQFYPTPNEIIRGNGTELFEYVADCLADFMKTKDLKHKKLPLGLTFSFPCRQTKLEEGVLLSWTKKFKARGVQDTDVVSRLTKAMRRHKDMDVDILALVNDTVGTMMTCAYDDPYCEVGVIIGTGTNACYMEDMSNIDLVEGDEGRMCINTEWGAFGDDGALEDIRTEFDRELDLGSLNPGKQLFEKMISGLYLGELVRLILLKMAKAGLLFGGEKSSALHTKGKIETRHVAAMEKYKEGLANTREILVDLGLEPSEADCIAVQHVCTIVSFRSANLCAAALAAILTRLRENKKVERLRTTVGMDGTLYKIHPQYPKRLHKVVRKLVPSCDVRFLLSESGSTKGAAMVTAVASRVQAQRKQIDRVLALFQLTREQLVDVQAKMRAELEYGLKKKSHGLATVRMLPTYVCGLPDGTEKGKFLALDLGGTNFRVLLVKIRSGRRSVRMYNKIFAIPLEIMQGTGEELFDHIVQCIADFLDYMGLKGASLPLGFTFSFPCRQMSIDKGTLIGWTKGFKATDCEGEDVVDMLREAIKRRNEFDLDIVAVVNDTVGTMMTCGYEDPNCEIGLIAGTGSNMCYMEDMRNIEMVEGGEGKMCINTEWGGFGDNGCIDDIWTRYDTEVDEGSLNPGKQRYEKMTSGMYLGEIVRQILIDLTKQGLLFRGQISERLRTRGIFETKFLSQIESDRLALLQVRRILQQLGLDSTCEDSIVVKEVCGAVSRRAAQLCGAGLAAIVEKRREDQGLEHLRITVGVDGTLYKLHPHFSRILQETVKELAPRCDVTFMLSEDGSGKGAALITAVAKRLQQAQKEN
#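 Assay system – recombinant HKDC1 (HK5) hexokinase enzyme, produced in-house · Input – HKDC1 at 5 µg/mL · Reagent – glucose plus 1 mM ATP as hexokinase substrates · Timing – 90 min reaction incubation at room temperature, dark · Measured by – G6PDH/diaphorase-coupled fluorescence, 1 mM NADP, 100 µM resazurin, 525/613 nm · Benchmarks – DMSO-enzyme wells negative, buffer-substituted wells positive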
# ATG4B inhibitor = ATG4B protease inhibitors, primary screen, biochemical, fluorescence, uHTS | ATG4B cleavage of LC3-PLA2, NBD-HPC fluorescence, 1 h | inhibition, % at 8.33 µM | actives 0.51% (n = 340,000); in the data active = inhibition above about 40%
# GRIN3A LBD mod = binders of NR3A ligand-binding domain, primary screen, biophysical, differential scanning fluorimetry, uHTS; actives 2.5% (n = 340,000); NR3A LBD differential scanning fluorimetry, Tm shift; 0% = protein alone, 100% = glycine-bound protein; Tm shift relative to glycine control, % at 25 µM; Glutamate receptor ionotropic, NMDA 3A (GRIN3A) ligand-binding domain;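 active = melting temperature shift of at least 10% of the positive control shift, at one fixed dose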
# SENP7 block = SENP7 protease inhibitors, primary screen, biochemical, luminescence, uHTS; recombinant SENP7, Z-RLRGG-aminoluciferin luminescence, 40 min; actives 1.5% (n = 330,000); Sentrin-specific protease 7 (Homo sapiens), Q9BQF6; inhibition, % at 5 µM;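 active = inhibition above about 50% at the single test dose, limit read from the data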;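 also: plate controls were DMSO with enzyme for no effect and no enzyme buffer wells for full effect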
# PfGluPho inh = PfG6PD enzyme inhibitors, primary screen, biochemical, fluorescence intensity, uHTS. actives 0.78% (n = 350,000). PfGluPho enzyme, NADPH resazurin-diaphorase fluorescence. inhibition, % at 20 µM;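 active = inhibition reaching at least a set limit at 20 µM in the primary screen, cut at about 59% in these data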;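 also: 0% = DMSO wells with substrate and 100% = DMSO wells lacking glucose-6-phosphate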
# Starred values were filed as active, the others as inactive; nt = not tested or not shown.
SMILES,ATG4B inhibitor,SENP6 block,HKDC1 inh,MPTP inh,PfGluPho inh,SENP7 block,GRIN3A LBD mod,SENP8 block
O=C(COC(=O)COc1ccccc1F)NC1CC1,-11.2,2.5,-3.5,0.0,-5.8,3.6,1.7,5.9
O=S(=O)(NC1=NCCCCC1)c1cc(F)ccc1F,-6.9,-24.5,-7.2,-1.2,1.7,-11.4,-0.5,-0.4
COC(=O)C1(CCSC)NC(c2ccc(O)c(OC)c2)C2C(=O)N(c3ccc(C)cc3)C(=O)C21 (stereo not drawn),-1.1,-3.2,-10.8,-0.2,-7.3,-7.7,-2.8,9.4
COCCN1C(=O)C(=O)/C(=C(/O)c2ccc(S(=O)(=O)N3CCOCC3)cc2)C1c1ccc(O)c(OC)c1 (stereo not drawn),-6.9,3.6,0.3,-0.9,-5.6,-1.2,0.5,10.5
O=C(O)COCC(=O)N1CCCN(c2ccc(C(F)(F)F)cn2)CC1,-7.7,nt,0.8,-0.6,3.5,nt,-1.4,-12.2
C=CCSC1=N/C(=C\c2sccc2C)C(=O)S1,4.0,5.4,0.5,0.2,-15.9,-2.6,1.0,18.1
Cn1c(SCc2nc3ccccc3s2)nnc1-c1cccs1,0.5,-15.3,-4.1,3.3,-6.1,-2.8,-0.2,-45.9
Cc1noc(C)c1S(=O)(=O)N1CCN(Cc2ccc3c(c2)OCO3)CC1,-3.6,-7.3,-6.8,-2.9,0.5,2.0,0.5,11.3
O=C(O)c1ccccc1C(=O)OCc1c(-c2ccccc2)ncc2ccccc12,-7.5,-7.7,-0.2,-2.1,-16.5,5.1,-0.6,15.4
COCn1c(-c2ccccc2)nc2ccccc21,5.5,-9.9,8.4,0.2,6.3,-6.1,0.9,10.9
COc1ccc(-c2cc(C)no2)cc1S(=O)(=O)N1CCN(c2ccccc2F)CC1,33.4,-15.4,0.9,-1.4,10.8,-20.5,-2.7,12.2
CC1=CC(=C(C#N)C#N)c2ccccc2N1C,-3.9,7.3,7.5,-1.8,-9.4,-11.4,-0.2,18.0
C=CCNC(=S)Nc1ccc(OC(F)F)c(Cl)c1,-1.0,-2.0,12.1,1.5,11.9,6.2,-10.8,12.2
COc1ccc([N+](=O)[O-])cc1NC(=S)NC(NC(C)=O)C(Cl)(Cl)Cl (stereo not drawn),-4.5,-7.9,-6.9,9.0,3.4,-5.1,-5.9,20.6
CCN1C(=O)CC(N2CCN(c3ccc(C(=O)c4ccccc4)cc3)CC2)C1=O (stereo not drawn),-3.1,-8.4,-2.1,-1.4,-4.2,-2.0,-2.8,-80.8
CCOc1ccc2nnnn2n1,-14.0,20.6,0.1,-0.3,0.1,14.2,1.7,28.3
NC(=O)c1ccccc1NC(=O)/C=C/c1ccccc1,-6.8,65.6*,-9.6,-0.4,3.5,40.1,-0.5,-86.0
COc1ccc(Nc2nc(Cl)nc(Nc3ccc(OC)cc3OC)n2)c(OC)c1,-15.1,-19.7,-13.6,-1.2,-1.7,4.8,-7.4,-0.9
Cc1cc(=O)[nH]c(SCC(=O)/C=C2\N(C)c3ccccc3C2(C)C)n1,2.1,-30.0,-11.2,88.7*,-17.7,0.8,-5.7,-293.9
O=c1cc(-c2ccccc2Cl)oc2cccc(O)c12,3.3,-14.5,-8.3,-1.1,1.0,-4.5,1.8,14.3
NS(=O)(=O)c1ccc(OC(=O)CNC(=O)OCc2ccccc2)cc1,-4.3,0.1,-6.0,0.6,-8.5,8.5,-0.6,8.5
CNS(=O)(=O)c1cccc(C(=O)OCC(=O)N2CCCC2)c1,-3.3,-15.9,-7.8,0.2,6.2,3.9,2.8,13.9
CC(Sc1nnc(-c2ccccc2F)n1C1CC1)C(=O)N1CCCC1 (stereo not drawn),-2.3,-7.7,-1.0,-1.7,2.0,-3.9,-1.0,2.0
CC(C)(C)c1ccc(S(=O)(=O)NCC(=O)N2CCN(Cc3ccccc3)CC2)cc1,-9.2,12.7,1.7,-0.8,6.4,-2.3,1.1,2.0
CCOC(=O)C1=C(CCc2ccccc2)NC(=O)NC1c1ccc(Br)cc1 (stereo not drawn),-3.2,-5.1,7.2,0.3,9.8,-7.5,-2.5,5.4

# A different layout for some results above.
SMILES: O=S(=O)(NC1=NCCCCC1)c1cc(F)ccc1F
  ATG4B inhibitor: -6.9	SENP6 block: -24.5	HKDC1 inh: -7.2	MPTP inh: -1.2	PfGluPho inh: 1.7	SENP7 block: -11.4	GRIN3A LBD mod: -0.5	SENP8 block: -0.4
SMILES: COC(=O)C1(CCSC)NC(c2ccc(O)c(OC)c2)C2C(=O)N(c3ccc(C)cc3)C(=O)C21 (stereo not drawn)
  ATG4B inhibitor: -1.1	SENP6 block: -3.2	HKDC1 inh: -10.8	MPTP inh: -0.2	PfGluPho inh: -7.3	SENP7 block: -7.7	GRIN3A LBD mod: -2.8	SENP8 block: 9.4
SMILES: COCCN1C(=O)C(=O)/C(=C(/O)c2ccc(S(=O)(=O)N3CCOCC3)cc2)C1c1ccc(O)c(OC)c1 (stereo not drawn)
  ATG4B inhibitor: -6.9	SENP6 block: 3.6	HKDC1 inh: 0.3	MPTP inh: -0.9	PfGluPho inh: -5.6	SENP7 block: -1.2	GRIN3A LBD mod: 0.5	SENP8 block: 10.5
SMILES: O=C(O)COCC(=O)N1CCCN(c2ccc(C(F)(F)F)cn2)CC1
  ATG4B inhibitor: -7.7	SENP6 block: nt	HKDC1 inh: 0.8	MPTP inh: -0.6	PfGluPho inh: 3.5	SENP7 block: nt	GRIN3A LBD mod: -1.4	SENP8 block: -12.2

# Continuation.
SMILES,ATG4B inhibitor,SENP6 block,HKDC1 inh,MPTP inh,PfGluPho inh,SENP7 block,GRIN3A LBD mod,SENP8 block
N=C1C(c2nc3ccccc3s2)=C(O)CN1CCCO,nt,-2.7,-1.9,0.6,3.5,0.2,nt,-61.8
CC(=O)Nc1cccc(NC(=O)c2cccc3cccnc23)c1,-19.6,12.6,-4.8,-0.2,13.6,9.6,5.4,16.6
COc1cc(OC)cc(C(=O)Nc2ccc3c(c2)n(C)c(=O)n3C)c1,-6.3,-3.0,1.0,-0.2,9.9,5.7,-1.4,29.5
N#Cc1ccsc1NC(=O)CN1CCN(S(=O)(=O)c2ccccc2C(F)(F)F)CC1,-8.3,-8.8,-6.0,0.3,5.2,-4.8,-4.3,-10.4
Cc1ccc(C)n1-c1ccc(C(=O)NCc2cccnc2)cc1,nt,10.5,nt,7.2,nt,-10.3,nt,-2.4
Cc1cc(C2C(C#N)=C(N)OC3=C2C(=O)CC(C)(C)C3)c(C)s1 (stereo not drawn),-3.4,-15.5,0.2,-0.4,-0.3,-6.8,1.6,20.8
O=C(Cn1ccc(C(F)(F)F)n1)NNC(=O)c1ccco1,3.4,-8.2,-4.0,0.3,8.7,-11.7,292.5*,5.0
O=C1c2ccccc2N2C(=O)c3ccccc3C2N1O (stereo not drawn),0.7,-2.6,-5.1,-1.7,-41.1,-2.6,0.6,19.2
CC(C)(C)OC(=O)N1CCC(C(=O)Nc2cccc(C(=O)NCCCc3ccccc3)c2)CC1,-8.6,nt,-1.3,5.4,-13.6,nt,-5.8,-10.7
COc1ccc(C2=NN(Cc3ccccc3)C3C(=O)NC(=O)C23)cc1 (stereo not drawn),2.2,-14.3,0.0,-0.1,1.0,-2.5,1.2,-10.7
CN(CCCC1CCCC1)C(=O)c1cc(COc2ccc(F)cc2F)on1,0.5,-6.4,-3.3,-0.8,-0.8,2.4,-17.2,6.1
CC(C)C(NC(=O)c1c(F)cccc1F)C(=O)NC1CC(C)(C)NC(C)(C)C1 (stereo not drawn),1.2,-8.7,-3.7,-1.3,-13.1,1.1,-1.9,15.2
Cc1cccc(C(=O)NC2CCN(S(=O)(=O)c3ccc(F)cc3)CC2)c1,-3.5,0.1,-6.5,-2.8,-10.5,-17.6,2.1,14.7
O=C(NC1=NCCS1)c1cc(-c2cccnc2)nc2ccccc12,-5.7,29.0,0.4,0.9,2.6,-6.9,-0.8,11.6
Cn1c2ccccc2c(=O)c2ccc(C#Cc3ccc(N)cc3)cc21,12.7,-17.6,2.1,-0.9,5.2,-5.0,11.6*,-486.2
CCc1nccn1S(=O)(=O)c1cccc([N+](=O)[O-])c1,-8.6,-2.9,-5.7,0.1,8.5,3.2,2.1,12.2
COc1ccc(CNC(=O)CN(C2CCCCC2)S(C)(=O)=O)cc1,-3.4,-10.2,7.8,0.6,-5.0,0.8,0.3,25.9
CCC(CO)Oc1cc(NC(=O)c2cccc([N+](=O)[O-])c2)c2ncn(C(C)C)c2c1 (stereo not drawn),-11.0,8.1,9.8,-0.3,15.3,1.7,0.2,27.5
O=C(O)CNS(=O)(=O)Cc1ccccc1,-11.6,-0.4,-5.5,0.9,-3.9,1.3,1.7,7.1
N#Cc1ccc(OCC(O)CN2CCN(CC(O)COc3ccc(C#N)cc3)CC2)cc1 (stereo not drawn),-11.3,-16.4,-5.8,-1.2,-11.6,-5.0,1.0,12.0
Nc1nc(SCC(=O)Nc2ccc(Br)cc2F)n[nH]1,-8.4,-5.9,-3.6,0.5,-2.2,-0.1,0.4,14.0
Cc1ccc(C(=O)NNC(=O)c2ccc3ncccc3c2)cc1,0.4,nt,-1.7,0.0,-3.3,nt,0.0,-1.0
c1cc2c(cc1CNc1ccc(N3CCOCC3)cc1)OCO2,-2.4,16.6,0.0,-3.3,39.8,23.3,1.9,-92.6
COc1ccc(NC(=O)CN(C)C(=O)CNC(=O)c2cccs2)cc1,3.9,-17.3,-3.2,-0.4,-10.7,6.3,0.8,4.1
Cc1ncoc1C(=O)Nc1ccccc1C(N)=O,-6.1,8.3,-8.2,-0.5,10.0,-0.6,1.3,-2.5
O=c1oc2ccccc2c2[nH]ccc12,0.9,-1.0,-6.5,-7.9,-12.6,-1.9,0.2,-5.2
O=C(N/N=C/c1cccnc1)C(O)c1ccccc1 (stereo not drawn),3.3,-6.5,-5.3,0.6,-10.1,10.6,5.2,13.6
CCN(CC)S(=O)(=O)c1ccc(C(=O)OCC(=O)c2ccc3c(c2)NC(=O)CO3)cc1,-6.8,3.3,-6.0,2.3,-4.9,1.2,0.5,4.5
O=C(Oc1ccc(-c2nnco2)cc1)N1CCCCC1,3.1,-4.6,-3.7,0.7,-4.4,-0.8,2.1,7.3
CC(=O)NC(=O)Nc1sc(=S)n(C)c1C,2.6,9.6,-2.4,-2.1,-6.5,11.1,-1.4,26.5
O=C1COc2ccc(S(=O)(=O)Nc3ccc(F)cc3)cc2N1,0.4,7.3,-0.4,0.2,5.6,3.4,-0.2,13.7
CC(C)(O)CC[C@@H](O)[C@](C)(O)[C@H]1CC[C@@]2(O)C3=CC(=O)[C@@H]4C[C@@H](O)[C@@H](O)C[C@]4(C)[C@H]3CC[C@]12C,-12.1,-4.2,-3.9,1.5,2.5,2.2,4.4,9.2
CO/N=C/c1ccc(Sc2ccc(C)cc2)c([N+](=O)[O-])c1,-0.7,-6.2,-9.8,-2.3,-16.9,1.9,-1.5,32.5
Cc1ccc(OCC(=O)c2cc(C)n(-c3cc(C)on3)c2C)c([N+](=O)[O-])n1,-4.6,12.9,-4.3,-0.7,3.8,6.0,-1.2,6.0
CCOC(=O)C1CCN(C=Nc2cc(C)on2)CC1,-4.2,-8.5,-3.4,0.9,7.7,-7.8,3.2,13.7
CC(C)Cc1nc(SCC(=O)NCc2ccccc2)n[nH]1,4.8,-10.7,-3.5,0.5,4.7,-0.2,-1.0,12.6
Cc1ccc2cc(CCNC(=O)c3ccco3)c(=O)[nH]c2c1C,-8.8,-8.0,-3.5,-0.6,-4.3,2.8,1.8,-50.1
O=C(O)CC(SCC(=O)Nc1ccc(S(=O)(=O)N2CCCC2)cc1)C(=O)O (stereo not drawn),1.9,-10.5,2.5,-0.3,-12.9,6.9,-0.3,-0.9
S=c1[nH]nc(-c2cccs2)n1/N=C/c1cn(-c2ccccc2)nc1-c1ccc(Cl)cc1,2.9,6.3,-1.4,6.7,9.9,-4.9,15.2*,5.7
